Screening results as filed in PubChem.
12-LOX inh: inhibitors of human 12S-lipoxygenase ALOX12; 1.1% of 580,000 active; purified 12hLO, xylenol orange hydroperoxide absorbance; Potency, µM (series often up to 108 µM), without a hit: top-dose activity change, negative = inhibition, most hits filed as inhibitors; active means well fitted inhibition curve with a large enough effect; inconclusive means small, poorly fitted or top-dose-only effect, or another doubt; inactive means no such curve, though single readings can be large or run the other way
Target sequence (P18054 whole entry, looked up): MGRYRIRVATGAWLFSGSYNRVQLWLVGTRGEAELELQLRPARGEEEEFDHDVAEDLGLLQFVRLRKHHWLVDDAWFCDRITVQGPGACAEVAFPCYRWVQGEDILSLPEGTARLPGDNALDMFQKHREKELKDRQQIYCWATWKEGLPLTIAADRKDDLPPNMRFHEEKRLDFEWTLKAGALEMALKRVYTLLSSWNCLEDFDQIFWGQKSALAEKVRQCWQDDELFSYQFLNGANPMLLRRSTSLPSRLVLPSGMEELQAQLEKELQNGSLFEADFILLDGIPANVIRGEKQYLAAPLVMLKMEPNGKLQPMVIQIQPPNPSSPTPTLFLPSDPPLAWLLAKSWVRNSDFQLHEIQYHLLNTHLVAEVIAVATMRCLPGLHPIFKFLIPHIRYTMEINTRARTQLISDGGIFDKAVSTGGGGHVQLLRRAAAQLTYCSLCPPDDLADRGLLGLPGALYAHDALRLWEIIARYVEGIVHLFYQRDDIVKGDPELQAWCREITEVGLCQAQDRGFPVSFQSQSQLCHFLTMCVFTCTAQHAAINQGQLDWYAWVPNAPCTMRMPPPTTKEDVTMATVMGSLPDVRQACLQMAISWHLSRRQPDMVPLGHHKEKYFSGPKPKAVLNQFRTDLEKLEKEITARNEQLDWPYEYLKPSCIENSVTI
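Purified human 12hLO at 150 nM in 25 mM Hepes, 0.01% Triton X-100, pH 7.0, preincubated 15 min at room temperature with compound. Reaction started with 40 uM arachidonic acid, 30 min at room temperature. Hydroperoxide measured by Fe-xylenol orange, 573/405 nm absorbance ratio.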
The depositor's hits bear a star; u = inconclusive; [ ] = remark or other dose. On the % scale 0 is the no-effect control and ±100 the full control effect; potency means the concentration at half of the fitted maximal effect. An excerpt; count on the stated rates, not on these rows.

entry	Structure	12-LOX inh
1	CCOC(=O)C1=C(C)N(C2CC2)C(=O)NC1c1ccccc1OC(F)F (configuration not stated)	u
2	COc1ccc(OC(=O)c2ccc(C)c(I)c2)cc1	u
3	O=S(=O)(NCC12CC3CC(CC(C3)C1)C2)c1cccs1	u
4	COc1cccc(-c2nc(SCc3cc(=O)c4cc(C)cc(C)c4[nH]3)n[nH]2)c1	u
5	CCN(C(=O)c1nn(C)c(=O)c2ccccc12)c1nc2ccccc2s1	-7.4%
6	O=C(c1cccc2[nH]ccc12)N1CCCN(c2cc(-c3ccc(Cl)cc3)[nH]n2)CC1	1.0%
7	COc1ccc(N2Cc3c(NCC4CCCCCC4)ncnc3N(C)CC2=O)cc1	-0.4%
8	CCN(Cc1noc(C2CCC2)n1)C(=O)C1CCN(c2ccccc2)C1=O (configuration not stated)	-16.0%
9	CCn1c(-c2ccc(OC)c(O)c2)nc2c1c(=O)[nH]c(=O)n2Cc1ccccc1	-1.9%
10	O=C(C1=C(O)C(=O)N(CCc2ccccc2)C1c1ccc(Br)cc1)c1cccs1 (configuration not stated)	u
11	O=C1Nc2cc(Cl)c(Cl)cc2N(O)N1c1ccc(Br)cc1F	-7.3%
12	CC(C)c1ccc(NC(=O)CN(c2ccnn2C(C)C)S(=O)(=O)c2ccccc2)cc1	-4.9%
13	C[C@H](O)CNC(=O)C(=O)Nc1ccc(C(F)(F)F)nc1	1.9%
14	CCCCN(Cc1cc2ccccc2[nH]c1=O)C(=O)c1cc(OC)c(OC)c(OC)c1	-25.0%
15	O=C1c2[nH]nc(-c3ccccc3)c2C(c2cccc(C(F)(F)F)c2)N1c1ccccc1 (configuration not stated)	-18.6%
16	N#Cc1ccc(CC(O)c2nc(C(=O)Nc3ccccc3)cs2)cc1 (configuration not stated)	u
17	CN(Cc1cccc(Cl)c1Cl)C(=O)c1ccc(Cl)c(S(=O)(=O)NC2CC2)c1	-7.9%
18	CCOC(=O)Nc1ccc2c(CN3CCC(C(N)=O)CC3)cc(=O)oc2c1	u
19	COCC1CN(C)CC12CCN(Cc1ccc(Cl)c(F)c1)CC2 (configuration not stated)	2.5%
20	O=C(CNC(=O)NC(Cc1c[nH]c2ccccc12)C(=O)O)Nc1ccc2ccccc2c1 (configuration not stated)	-1.2%

Going on with the list:
entry	Structure	12-LOX inh
21	O=S(=O)(Cc1ccccc1)N[C@H]1CO[C@H]2[C@@H]1OC[C@@H]2Nc1nccc(-c2cccc(F)c2)n1	-0.6%
22	COCc1ccc2c(c1)c(OC(C)(C)C(=O)NC1CCC(O)CC1)nn2Cc1ccccc1 (configuration not stated)	u
23	Cn1c(=O)c2ccnn2c2ccc(C(=O)NC3CCCC3)cc21	8.7%
24	Nc1nc2c(ncn2[C@@H]2O[C@H](C(=O)N[C@H](Cc3ccccc3)C(=O)NCc3ccccc3)[C@@H](O)[C@H]2O)c(=O)[nH]1	-5.7%
25	CC(Sc1ncccn1)c1cccc(NC(=O)c2ccccc2)c1 (configuration not stated)	-23.3%
26	COC(=O)[C@@]12C[C@@H](CC(=O)N3CCN(C(=O)c4ccco4)CC3)C(=O)N(Cc3ccc4c(c3)OCO4)C1=CCC(C)(C)C2	-8.3%
27	COc1ccc(NC(=O)c2cc(=O)c3cc(C)ccc3o2)c(OC)c1	-28.5%
28	CC1=C[C@@H](CNC(=O)c2cccnc2)[C@H](C(C)C)C[C@H]1Cc1nc2ccc(F)cc2[nH]1	67.8%[activator][176 µM]
29	CC(=O)N(C1CC1)C1CCOC2(CCN(C(=O)CCCc3ccccc3)CC2)C1 (configuration not stated)	14.9%
30	COc1ccc(Nc2cc(C)nc(Nc3ccc(NC(=O)C(C)(C)C)cc3)n2)cc1	u
31	CCCCCCCCCCCC(=O)Nc1cccc(C)c1C	11.7%
32	O=C(CCCc1ccccc1)Nc1cc(C(F)(F)F)ccc1Cl	7.9%
33	CCCCn1nnc(NC(=O)COc2ccc(Cl)cc2Cl)n1	u
34	O=C(Cn1c(=O)n(Cc2ccc(F)cc2)c(=O)c2ccccc21)Nc1ccc(F)cc1	u
35	COCCN1C[C@H]2CN(Cc3ccccc3)CCN2C1=O	20.8%[176 µM]
36	Cc1ccc(S(=O)(=O)NC[C@H]2OC[C@@H](NCc3ccncc3)[C@@H]2O)cc1	12.1%[176 µM]
37	O=C1NC[C@H](CCCCN2C[C@H](Cc3ccccc3)N(CCC3CCCCC3)C(=O)C2=O)N(CCc2ccccc2)C1=O	48.9%
38	Cc1ccc(F)cc1-c1ccc(COc2ccc3c(cnn3CCC(=O)O)c2)cc1	u
39	Cc1ccc(NC(=O)c2ccc3c(c2)N(C)C2CCCN2C3=O)cc1 (configuration not stated)	6.5%
40	Cc1oc(-c2cc(F)ccc2F)nc1CN1CCN(c2ccccc2)CC1C (configuration not stated)	11.2%

Brought forward from above: 4 compounds, followed by the next part.
entry	Structure	12-LOX inh
37	O=C1NC[C@H](CCCCN2C[C@H](Cc3ccccc3)N(CCC3CCCCC3)C(=O)C2=O)N(CCc2ccccc2)C1=O	48.9%
38	Cc1ccc(F)cc1-c1ccc(COc2ccc3c(cnn3CCC(=O)O)c2)cc1	u
39	Cc1ccc(NC(=O)c2ccc3c(c2)N(C)C2CCCN2C3=O)cc1 (configuration not stated)	6.5%
40	Cc1oc(-c2cc(F)ccc2F)nc1CN1CCN(c2ccccc2)CC1C (configuration not stated)	11.2%
41	CCN(CC)c1ccc(C=Nc2ccc(Br)c(Cl)c2)cc1	32.1%[activator]
42	O=C(NCc1ccco1)O[C@H]1CC[C@@]23CCCN2C(=O)CCC[C@H]3[C@H]1Cc1ccccc1	u
43	c1cncc(-c2cnc([C@@H]3COCCN3Cc3cnc4ccccc4c3)[nH]2)c1	13.3%[176 µM]
44	CCOc1cc(C(=O)N(c2cc(C)cc(C)c2)C2C=CS(=O)(=O)C2)cc(OCC)c1OCC (configuration not stated)	2.6%
45	FC(F)(F)c1cnc(N2CCc3sccc3C2)c(Cl)c1	-68.8%
46	COC1CN(c2cccc(F)c2)C12CCN(C(=O)CCCc1ccccc1)CC2 (configuration not stated)	-15.0%
47	CCOC(=O)c1c(S(=O)(=O)Nc2cc(Cl)ccc2OC)c(C)n(C)c1C	17.3%
48	COCC(=O)NC1CCC12CCN(Cc1ccc(F)c(F)c1)CC2 (configuration not stated)	13.0%
49	CC1(COc2cccnc2)COc2ccc(C(=O)N3CCOCC3)cc2N1 (configuration not stated)	2.1%[176 µM]
50	C=CCNC(=O)CNC(c1ccccc1)c1ccccn1 (configuration not stated)	21.7%
51	O=S(=O)(Cc1ccccc1F)N1CCCC(CN2CCOCC2)CC1 (configuration not stated)	8.6%
52	CCCC(=O)Nc1c(S(=O)(=O)c2ccc(F)cc2)c(C)c(C)n1CC(C)C	21.0%
53	O=C(Nc1onc2c1CCCC2)c1ccccc1Cl	-9.7%
54	CC(Cc1ccccc1)NC(=O)C1CCC(C)(C(=O)O)C1(C)C (configuration not stated)	25.1%
55	COC1CCOC2(CCN(C(=O)Nc3cccc(F)c3)CC2)C1 (configuration not stated)	20.5%
56	CCCCNC(=O)c1cc2ccc(OC)cc2nc1C	-21.8%
57	CN1CCN(c2nc3c(c(=O)[nH]2)CCN(Cc2ccc(Cl)c(F)c2)CC3)CC1	10.0%
58	NC1CC(c2cc(NCCc3cn4ccsc4n3)ncn2)C1 (configuration not stated)	20.1%
59	CCCCc1cc(=O)oc2c(C)c(OCC(=O)O)ccc12	11.8%
60	CNC(=O)NC[C@H]1CCN(Cc2cccc(F)c2F)C[C@H]1N(C)C	77.6%[activator]

The last four records of the section before lead into the next.
entry	Structure	12-LOX inh
57	CN1CCN(c2nc3c(c(=O)[nH]2)CCN(Cc2ccc(Cl)c(F)c2)CC3)CC1	10.0%
58	NC1CC(c2cc(NCCc3cn4ccsc4n3)ncn2)C1 (configuration not stated)	20.1%
59	CCCCc1cc(=O)oc2c(C)c(OCC(=O)O)ccc12	11.8%
60	CNC(=O)NC[C@H]1CCN(Cc2cccc(F)c2F)C[C@H]1N(C)C	77.6%[activator]
61	Cc1nc(-c2ccc3c(c2)Cc2ccccc2-3)cs1	9.0%
62	CC(C)(S)C(N)C(=O)O (configuration not stated)	4.9%
63	Cc1cnc(-n2ncc(C(=O)NCc3ccncc3)c2C(C)C)nc1-c1ccc(F)cc1	1.6%
64	COCc1ccccc1CNC(=O)CC(C)(C)C	u
65	CCc1nc2c(c(-c3ccc(Cl)cc3)n1)CN(C(=O)c1ccccc1Cl)CC2	-9.4%
66	Cc1cc(NC(=O)COc2ccc3c(C(C)C)cc(=O)oc3c2)no1	-4.5%
67	Cc1nc2ccccc2nc1SC(C)C(=O)N1CCOCC1 (configuration not stated)	3.0%
68	CCCCCCCCN1C(=O)[C@@H](CC(=O)NCc2ccc(C)o2)C[C@@]2(C(=O)OC)C1=C[C@H](C1CCCC1)O[C@@H]2C	u
69	CCCOC(=O)c1cn(C)nc1S(=O)(=O)N1CCSCC1	u
70	COCC(=O)N(C[C@H]1O[C@@H](CC(=O)NC2CC2)[C@H](O)[C@@H]1O)C[C@H]1O[C@@H](CC(=O)NC2CC2)[C@H](O)[C@@H]1O	33.8%
71	COCc1nc(C2CC(NC(=O)CN3C(=O)CN(C)C3=O)C2)cc(=O)[nH]1 (configuration not stated)	-16.9%
72	COc1cccc(CNC2(Cc3cc(COc4ccccc4)on3)COC2)c1	34.8%[activator][176 µM]
73	Cc1ccc(C(=O)N2CCCC3(C2)NC(=O)N(Cc2cccc(Cl)c2)C3=O)cc1F (configuration not stated)	2.5%
74	Cc1nn(CC(=O)NCCN2CCCCCC2)c(=O)c2nc(-c3ccccc3)sc12	51.8%[activator]
75	Cc1cc(OCc2nn[nH]n2)c2c(C)c(C)c(=O)oc2c1	-19.3%
76	CCCCCCOCCOc1ccccc1OCCOCCCCCC	u
77	CN(C)C(=O)c1ccc2c(c1)n(Cc1cccc(F)c1)c(=O)c1ccnn12	1.1%
78	CC1=C[C@@H](CNS(=O)(=O)c2ccccc2)[C@H](C(C)C)C[C@H]1CC(=O)NCc1ccccn1	u
79	CN1CC[C@H]2CN(C(=O)c3ccccc3-n3cccn3)C[C@@]2(C(=O)O)C1	7.1%
80	CCCCN1CCCCC1CNc1ccc2nnnn2n1 (configuration not stated)	-2.2%

Next part
entry	Structure	12-LOX inh
81	O=C(O)c1cc(NC(=O)c2ccccc2)cc(C(=O)O)c1	u
82	COc1cccc(/C=C(/C#N)C(=O)Nc2ccccc2C(=O)O)c1	u
83	COc1ccccc1NC(C)c1nc(-c2ccco2)no1 (configuration not stated)	1.4%
84	Cc1cn2nc(C(=O)NCc3ccccc3F)cc2c(N(C)Cc2ccccc2)n1	21.8%
85	O=C(NC[C@H]1O[C@@H](CC(=O)N2CCc3ccccc32)[C@H](O)[C@@H]1O)Nc1cccc(F)c1	8.8%[176 µM]
86	O=C(NCc1ccc(Cl)cc1)c1noc(-c2ccc3c(c2)OCO3)n1	-12.9%
87	CCc1ccc(S(=O)(=O)N2CCN(c3ccc(NCc4ccccc4)nn3)CC2)cc1	-17.7%
88	CCC(=O)Nc1ccc(C)cc1-c1nnc(SCC(=O)Nc2cccc(Cl)c2Cl)[nH]c1=O	-21.2%
89	Cc1ccccc1C(=O)N1CCN(c2oc(-c3ccc(F)cc3)nc2C#N)CC1	u
90	Cc1cc(C)cc(-c2ccccc2CN)c1	16.0%[12.5 µM]
91	c1ccc(-c2nnc3ccc(-c4ccoc4)nn23)nc1	29.4%[176 µM]
92	CC(C)[C@@H]1CN(C(=O)CCCn2cncn2)C[C@H]1NS(=O)(=O)N(C)C	23.7%
93	O=C1NC[C@@H](CCCCN2CCN(CCc3ccccc3)C(=O)C2=O)N(CCc2ccc(O)cc2)C1=O	-4.7%
94	O=C1c2ccccc2NC(c2cnn(-c3ccccc3)n2)N1c1ccc2c(c1)OCO2 (configuration not stated)	6.6%
95	CC(N(C)CC(=O)NC(N)=O)C(C)(C)C (configuration not stated)	0.0%
96	Cc1ccc(NC(=O)Cn2nc3n(c2=O)CCCCC3)cc1C	12.1%
97	COC(=O)c1ccc2nc(-c3cccc(Br)c3)c(Cc3ccccc3C(F)(F)F)n2c1	0.0%
98	C[C@]1(CO)C2CC[C@H]3OC(=O)C[C@H]3[C@]2(C)CC[C@H]1OC(=O)Nc1ccccc1 (some centres not stated)	-20.2%[176 µM]
99	CC1CN(C(=O)COC(=O)c2cc(=O)[nH]c3ccccc23)CCO1 (configuration not stated)	-1.0%
100	COc1ccc2nc3n(c2c1)[C@@H](CNC(=O)c1ccc(C#N)cc1)COC3	2.6%[176 µM]

Going on with the list:
entry	Structure	12-LOX inh
101	O=C(C[C@@H]1CCNC[C@@H]1Cc1cc(CC2CCCCC2)on1)NCc1cccnc1	19.2%[176 µM]
102	CN1Cc2cccn2CC1CNC(=O)NC1CCCCC1 (configuration not stated)	114.4%[activator]
103	COC(=O)c1ccc(COC(=O)C2COc3ccccc3O2)o1 (configuration not stated)	u
104	COc1ccc(CCC(=O)N2CCC(Cc3nc(-c4cnccn4)no3)CC2)cc1	18.7%
105	Cc1ccc(NC(=O)N2CC(C(=O)N(C)C)C3(CCOCC3)C2)cc1Cl (configuration not stated)	9.6%
106	COc1ccc(CCNC(=O)C[C@@H]2c3nc(NC(=O)CC(C)(C)C)sc3C[C@@H]3[C@](C)(CO)[C@H](O)CC[C@]32C)cc1OC	-3.4%
107	Cc1cccc(CN2CCCC3(CCN(C(=O)c4ccc(=O)[nH]c4)C3)C2=O)c1 (configuration not stated)	6.3%
108	COc1ccc(S(=O)(=O)N2CC(N(C3CCOCC3)S(C)(=O)=O)C2)cc1	45.8%[activator]
109	Cc1cnc(C(=O)NC2C[C@H]3CC[C@@H](C2)N3C(=O)Cc2ccccc2)cn1 (some centres not stated)	41.0%[activator]
